# Bioassay records as filed in PubChem BioAssay.
# Casp6 inh – human caspase-6 inhibitors, primary screen, biochemical, VEID-R110 fluorescence, single point, set 2. AID 686996, 2013. hit rate 0.53% among 350,000. P55212. purified caspase-6, Z-VEID-R110 cleavage fluorescence. inhibition, % at 12.5 µM;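 active = mean inhibition across replicates at least about 35%, with every replicate also reaching that limit, limit read from the data; inconclusive = only one of the two criteria met; inactive = neither criterion met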;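 note: 0% = median of neutral control wells and 100% = no fluorescence left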
# Target sequence (P55212 24-179 limits assumed): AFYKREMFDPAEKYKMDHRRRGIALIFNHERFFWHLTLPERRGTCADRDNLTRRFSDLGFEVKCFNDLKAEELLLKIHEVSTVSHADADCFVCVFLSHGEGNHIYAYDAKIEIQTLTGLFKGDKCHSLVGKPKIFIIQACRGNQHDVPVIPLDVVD
# Target sequence (P55212 194-293 limits assumed): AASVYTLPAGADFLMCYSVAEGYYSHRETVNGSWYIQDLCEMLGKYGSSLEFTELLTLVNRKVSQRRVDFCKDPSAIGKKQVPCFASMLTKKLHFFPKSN
# F508del corr – F508del CFTR correction, initial screen, CFBE line, single point; activity (quench increase), % at 7.58 µM; CFBE cells, YFP halide quenching; stimulated with forskolin plus potentiator P3; % fluorescence drop versus neutral controls; hit rate 0.36% among 350,000;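 active = mean added fluorescence quench of at least 8% versus neutral control, with both replicates also reaching 8%; inconclusive = only one of the mean or replicate conditions met; inactive = mean below 8% and not both replicates reaching 8%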;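 note: cells transiently co-express mutant CFTR-F508del with the halide-sensitive YFP; corrector assay measuring rescue of mutant channel to the surface after 24 h compound exposure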
# RAD52 inh – RAD52 DNA annealing inhibitors, primary screen, biochemical, FRET, single point, set 2; AID 651710, 2012; inhibition, % at 18.7 µM; hit rate 0.46% among 360,000; recombinant RAD52 DNA annealing, FRET fluorescence;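 active = every replicate showing at least 50% inhibition; inconclusive = mean inhibition at least 50% but not in every replicate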
# Target sequence (P43351 whole entry, looked up): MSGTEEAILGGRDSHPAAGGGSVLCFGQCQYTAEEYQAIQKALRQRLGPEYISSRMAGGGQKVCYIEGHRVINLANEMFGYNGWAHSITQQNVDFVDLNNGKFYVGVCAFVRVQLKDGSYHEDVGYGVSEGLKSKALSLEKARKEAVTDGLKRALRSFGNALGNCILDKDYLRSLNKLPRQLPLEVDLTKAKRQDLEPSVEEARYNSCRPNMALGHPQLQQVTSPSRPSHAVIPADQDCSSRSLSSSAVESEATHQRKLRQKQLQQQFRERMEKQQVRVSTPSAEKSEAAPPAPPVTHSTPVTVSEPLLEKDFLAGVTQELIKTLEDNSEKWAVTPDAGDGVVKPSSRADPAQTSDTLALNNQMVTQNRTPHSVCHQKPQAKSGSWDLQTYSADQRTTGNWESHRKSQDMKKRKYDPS
# Xi reactivation – activators of inactive X chromosome reactivation, primary screen, imaging, XiGFP fibroblasts, GFP high-content imaging, set 2 | activation, % at 7.58 µM | AID 743238, 2013 | XiGFP mouse fibroblasts, % GFP-positive cells imaging, 3 d; cells co-treated with 5-aza-dC sensitizer; scaled so ellipticine positive control = 100% | hit rate 0.055% among 360,000;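 active = mean normalized replicate activation at least 10% and every replicate at or above 10%; inconclusive = only one of the two criteria met; inactive = mean below 10% and not all replicates reach 10%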;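 note: 0% = median of on-plate neutral control wells and 100% = ellipticine 6 µM median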
#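 Schedule: 3 d treatment, 15 min room-temperature fixation; system: 68-5-11 XiGFP fibroblast line; buffer or medium: DMEM plus 5-aza-dC sensitizer; control set: ellipticine 6 µM positive control; compound: one concentration, pinned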
# GSIS activator – GLuc luminescence reporter in INS-1E cells, primary screen for activators of glucose-dependent secretion of insulin | INS-1E GLuc reporter insulin secretion, 2-3 h | activation, % at 16.6 µM | hit rate 0.61% among 370,000 | AID 743287, 2014;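 active = lowest replicate activation of at least 40%, so every replicate reaches that level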;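 note: 0% = median of neutral control wells and 100% = median of IBMX positive control wells; some compounds called inactive have numbers as strong as hits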
# RAD54 branch – inhibitors of human RAD54 branch migration, primary screen, biochemical, fluorescence, single point | DNA repair and recombination protein RAD54-like (Homo sapiens), Q92698 | RAD54 Holliday junction branch migration, FAM/BHQ fluorescence | inhibition, % at 10.4 µM | hit rate 0.14% among 360,000;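 active = mean normalized replicate activity at least 40 and at least half of replicates scoring 40 or more; inconclusive = only one of the two criteria met; inactive = mean below 40 and under half of replicates reaching 40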;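 note: 0% = median of neutral control wells and 100% = median of positive control wells; inhibitors cause a drop in the FAM fluorescence signal; in these data hits start at about 50%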
# DENV2 CPE – inhibitors of DENV2 cytopathic effect, primary screen, cell-based, plate reader, single concentration; DENV2-infected cells, cytopathic effect rescue; hit rate 1.7% among 350,000; CPE inhibition, % at 9.99 µM; in the data active = CPE inhibition above about 20%, passing the limit was not always enough; inconclusive = no clear call, values can overlap the other calls; tested in BHK-21 cells;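 note: 0% = median of neutral control wells and 100% = median of positive control wells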
# E-selectin induc – E-selectin induction in HUVECs, primary screen, imaging, HUVEC, immunofluorescence imaging, single point | normalized: neutral wells 0, TNF-alpha wells 100 | hit rate 0.37% among 260,000 | P16581 | activation, % at 7.58 µM;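 active = mean E-selectin-positive cell signal at least 10% of the positive control, reached in at least 60% of replicates, without over 20% cell loss; inconclusive = no rule given, readout overlaps actives, possibly toxicity-flagged; inactive = the rest, including those meeting only one limit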;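 note: in these data hits start at about 27%; measured in HUVEC primary endothelial cells; signal is the percent of cells scored E-selectin positive by PE staining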
#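 material = human umbilical vein endothelial cells (HUVEC), E-selectin induction | quantity = 3,000 cells/well | medium = EGM-2 growth medium on 0.1% gelatin-coated wells | technique = immunofluorescence imaging | read-out basis = % PE-positive cells | control set = TNF-alpha positive control, DMSO neutral control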
# The depositor's hits bear a star; ? = inconclusive; . = not tested or not shown.
SMILES,Casp6 inh,F508del corr,RAD52 inh,Xi reactivation,GSIS activator,RAD54 branch,DENV2 CPE,E-selectin induc
CC(C)NC(=O)C1(C)CCN1C(=O)c1ccc2c(c1)OCO2 (stereo not given),71*,-0.1,-8,0.0,.,3,2,-0.1
Cc1ccccc1C1c2[nH]c3ccccc3c2C[C@H]2C(=O)N(c3ccccc3C(=O)NCCN3CCOCC3)C(=O)N12 (stereo not given in full),1,2.1,-43,.,-10,-4,-5,.
OC[C@@H]1[C@H](c2ccccc2)[C@@H](CNCC2CCC2)N1CC1CC1,-2,0.9,-10,0.5,1,1,6,0.2
CC(OC(=O)c1n[nH]c2ccccc12)C(=O)NC1CCCCC1C (stereo not given),-4,-0.6,-14,0.5,14,14,2,-0.1
CN1C[C@H](O)COC[C@H]2O[C@@H](CC(=O)NC3CCCC3)CC[C@@H]21,0,-0.2,1,0.1,11,6,-1,0.1
Cc1ccccc1CN1C(=O)C2(OCCCO2)c2ccccc21,2,-0.4,-4,.,.,6,.,.
COc1ccc(NC2CCCN(C(=O)CCc3ccncc3)C2)cc1OC (stereo not given),0,1.6,5,0.0,-32,3,7,.
CCOc1ccc(CC(=O)NCc2ccc3c(c2)cc(C)n3C)cc1,1,4.1,-19,0.0,.,-8,-3,2.4
CCCCn1c(SCC(=O)NC2CC2)nnc1-c1ccncc1,-1,0.2,3,0.2,.,.,0,-9.7
CC(C)Oc1ccc(S(=O)(=O)N2CCOCC2)cc1NC(=O)c1ccc(N2CCCC2=O)cc1,4,0.0,-3,0.4,-3,6,-6,.
Cc1cc(S(=O)(=O)n2ccnc2)c(Cl)cc1Cl,.,0.2,-4,0.0,-3,2,0,.
CN1C(=O)/C(=C/c2ccc(OCc3ccc(F)cc3)cc2)N(C)C1=S,-1,-2.1,-14,0.0,10,0,2,0.2
O=C(NCCCN1CCCC1=O)c1cccc(Oc2ccccc2)c1,3,0.4,-7,0.0,3,.,.,0.0
CCOc1ccc(C(C)NC(=O)c2cccs2)cc1OCC (stereo not given),-1,-0.3,-2,-0.1,.,-5,-3,1.0
CCn1c(=O)c(C(=O)CN2CCN(S(=O)(=O)c3ccc(C)cc3C)CC2)c(N)n(Cc2ccccc2)c1=O,-3,5.1,-74,0.0,-16,-10,.,.
CC12CCC(C(=O)Nc3cc(Cl)ccc3Cl)(C(Br)C1=O)C2(C)C (stereo not given),.,.,.,0.5,-19,9,.,0.2
CCOc1ccc(CNC(=O)Cn2c(=O)c3cccn3c3ccccc32)cc1,0,-0.9,-3,0.0,-1,14,?,0.6
COc1ccc(C(=O)NC(=S)Nc2ccc(CN3CCOCC3)cc2)cc1OC,0,-0.9,-22,0.0,13,0,4,1.6
CCc1ccc(NC(=O)c2cnccn2)cc1,-1,4.3,-2,0.2,7,-12,-4,0.0
COc1cccc(-c2coc3cc4oc(=O)c(CCC(=O)O)c(C)c4cc23)c1,17,1.6,-13,0.0,-22,-26,12,0.8

# 4 compounds out of the list above, sorted by their value in F508del corr, falling.
molecule	Casp6 inh	F508del corr	RAD52 inh	GSIS activator	DENV2 CPE
COc1ccc(NC2CCCN(C(=O)CCc3ccncc3)C2)cc1OC (stereo not given)	0	1.6	5	-32	7
Cc1cc(S(=O)(=O)n2ccnc2)c(Cl)cc1Cl	.	0.2	-4	-3	0
CC(OC(=O)c1n[nH]c2ccccc12)C(=O)NC1CCCCC1C (stereo not given)	-4	-0.6	-14	14	2
CN1C(=O)/C(=C/c2ccc(OCc3ccc(F)cc3)cc2)N(C)C1=S	-1	-2.1	-14	10	2

# Later entries
SMILES,Casp6 inh,F508del corr,RAD52 inh,Xi reactivation,GSIS activator,RAD54 branch,DENV2 CPE,E-selectin induc
COC(=O)c1cccc(NC(=S)Nc2ccccc2Cl)c1,4,-1.7,-31,0.1,14,-1,-3,0.0
COc1cccc(CN2CCN(Cc3ccc4c(NC(C)=O)cccc4n3)CC2CCO)c1 (stereo not given),-4,-1.5,-19,-0.1,.,-3,-2,0.0
Cn1cnc(S(=O)(=O)N[C@H]2CC[C@H](CC(=O)Nc3ccc(-c4ccccc4)cc3)O[C@H]2CO)c1,1,-2.2,-7,2.6,-3,1,19,0.2
Cc1nn(-c2nccs2)c2c1C(=O)CC(C)(C)C2Br (stereo not given),2,-0.9,-11,2.3,1,0,3,0.0
CCOC(=O)c1ccc(N(CCC2CO2)S(=O)(=O)c2ccc(C)cc2)cc1 (stereo not given),-1,2.5,-8,0.3,-6,.,?,0.0
O=C(CSc1ncnc2c1nnn2Cc1ccccc1)NC1CCCCC1,-4,0.0,-20,-0.1,-3,-5,8,1.5
COc1cc(/C=N/NC(=O)c2cccnc2)ccc1OCC(=O)Nc1ccccc1Cl,0,-1.0,-5,0.3,0,-9,1,4.2
C/C(=N\NS(=O)(=O)c1ccc(Br)cc1)c1ccc2c(c1)OCO2,5,0.2,-9,0.1,-6,10,1,0.3
O=C(NCc1ccc2c(c1)OCO2)Nc1ccc(Cl)cc1,-1,2.4,-19,0.5,-7,-5,-7,.
O=C(Nc1ccccn1)C1(c2ccccc2)CCCC1,-1,1.3,-6,.,-14,-16,-5,.
O=C(c1ccc(NS(=O)(=O)c2ccc3[nH]c(=O)[nH]c3c2)cc1)N1CCN(c2ccccc2O)CC1,6,-2.5,-2,-0.1,-5,12,10,0.3
COc1ccc(C#Cc2ccc([C@@H]3[C@@H](CO)N4CCCCN(C(=O)Nc5ccccc5F)C[C@H]34)cc2)cc1,0,-1.2,-4,0.0,-22,3,-35,-0.6
O=C(N[C@@H]1CC[C@@H](CCn2cc(C3(O)CCCC3)nn2)O[C@H]1CO)C1CCC1,0,0.1,9,1.1,9,6,-5,0.0
COC(=O)/C(=C/Nc1cccc2ccccc12)[N+](=O)[O-],-5,-1.9,7,.,4,.,1,.
CCC(=O)N[C@H]1CC[C@H](CC(=O)NCc2cc(F)cc(F)c2)O[C@@H]1CO,2,2.1,0,0.0,9,-4,-4,0.1
COCCNC(=O)c1nn2c(C(F)(F)F)cc(-c3ccccc3)nc2c1Br,3,0.3,-19,0.2,.,13,-1,0.0
COc1ccc(N=Nc2cc(-c3ccccc3)ccc2O)cc1,-1,1.6,-11,0.0,-1,0,1,.
Cc1ccc(S(=O)(=O)N2CCN(Cc3ccsc3)CC2)cc1,2,0.4,-3,0.0,-5,.,3,-0.7
CC(=O)NC(C)(c1ccccc1)c1nc(-c2ccncc2)cs1 (stereo not given),-2,-1.5,-4,0.8,-6,-9,-7,0.0
COCC(=O)N1CC2(CN[C@H](CO)c3c2c2ccc(OC)cc2n3C)C1,.,0.3,.,0.1,-7,.,-5,-0.3

# Copied from the list.
# Entry of O=C(Nc1ccccn1)C1(c2ccccc2)CCCC1 in RAD52 inh: -6
# Entry of Cc1ccc(S(=O)(=O)N2CCN(Cc3ccsc3)CC2)cc1 in RAD52 inh: -3

# Remaining list, next part.
SMILES,Casp6 inh,F508del corr,RAD52 inh,Xi reactivation,GSIS activator,RAD54 branch,DENV2 CPE,E-selectin induc
O=C(C1CCCCC1)N1C[C@@H](O)[C@H](n2cc(-c3ccc(F)cc3)nn2)C[C@@H]1c1ccccc1,-3,2.1,-2,-0.3,-19,.,-5,-0.1
COc1cccc(Nc2nc(C(N)c3ccccc3Cl)cs2)n1 (stereo not given),12,4.7,44,-0.2,.,1,-5,.
C[C@@H]1CN([C@@H](C)CO)S(=O)(=O)c2ccc(C#CC3CCCCC3)cc2O[C@H]1CN(C)C,0,0.0,27,-0.1,-4,1,15,0.4
Cc1cccc(N(C)S(=O)(=O)c2ccc3c(c2)C(C)(C)C(=O)N3C)c1,0,0.8,-1,0.2,.,-9,3,2.5
Cc1ccc(C)c(NC(=S)N/N=C/C(C)c2ccccc2)c1 (stereo not given),.,-4.7,6,0.6,7,-7,-1,3.8
C[C@@H]1CN([C@H](C)CO)C(=O)c2cc(NS(=O)(=O)c3ccc(F)cc3)ccc2O[C@H]1CN(C)Cc1ccc(C(F)(F)F)cc1,.,-0.9,.,0.2,-22,12,-2,0.7
CO[C@@H]1CN(C)C(=O)c2ccc(NS(=O)(=O)c3ccc(C)cc3)cc2OC[C@H](C)N(C(=O)NC(C)C)C[C@@H]1C,.,-2.9,.,0.5,-15,.,.,-0.1
O=C(CCOc1ccccc1)Nc1ccc(S(=O)(=O)Nc2ncccn2)cc1,0,-0.1,-4,0.0,6,-14,-9,-0.4
C[C@@H]1CCCCO[C@H](CN(C)Cc2ccc(C(=O)O)cc2)[C@@H](C)CN([C@@H](C)CO)C(=O)c2cc(NC(=O)Nc3cccc4ccccc34)ccc2O1,0,-1.6,-19,0.1,-2,-5,16,-0.1
CCOC(=O)C1CCCN(C(=O)/C=C/c2cc(OC)c(OC)c(OC)c2)C1 (stereo not given),1,2.8,1,0.0,3,.,7,.
O=C(c1ccc(-c2ccc([N+](=O)[O-])cc2)o1)N1CCCCC1,0,.,-21,-0.1,.,1,3,.
COCCC(=O)N1CCC(Oc2ccc(C(=O)NC(C)CCn3cccn3)cc2)CC1 (stereo not given),1,-0.1,-17,0.0,14,-1,0,0.0
O=C(NNC(=O)c1csc(N2CCOCC2)n1)c1ccc(Cl)nc1,-9,1.7,-10,-0.1,14,5,-6,-2.0
CC(=O)N1CCN(C(=O)c2[nH]c(C(F)(F)F)nc2-c2ccccc2)CC1,0,4.4,-11,-0.1,.,8,-11,0.0
C#Cc1ccc(CN2CCC(N3CCC(C(=O)NCc4ccccn4)CC3)CC2)cc1,-37,1.0,-28,0.0,-1,-6,3,0.0
COc1ccc([N+](=O)[O-])cc1NC(=O)C(C)OC(=O)C1CCCC1 (stereo not given),-1,-0.6,3,0.4,1,-12,-1,0.0
CN(C)c1ccc2c(c1)[C@H]1C[C@H](CC(=O)NCc3cccc(F)c3)O[C@@H](CO)[C@H]1O2,0,1.9,-65,0.2,-12,1,8,0.3
C[C@H](CO)N1C[C@H](C)[C@@H](CN(C)C(=O)Nc2ccccc2)Oc2cc(-c3cccc(C(=O)N(C)C)c3)ccc2S1(=O)=O,2,-0.4,1,-1.0,-7,7,2,-0.1
COCCNC(=O)c1c[nH]c2ccc(S(=O)(=O)Nc3ccccc3F)cc2c1=O,21,5.0,-3,0.0,5,-6,-2,-0.2
Cc1cccc(N(C(=O)c2ccc(Cl)cc2)C2CS(=O)(=O)CC2OC(=O)c2ccc(Cl)cc2)c1 (stereo not given),-2,-1.6,3,.,-3,9,0,.
O=C1CC(N2CCOCC2)C(=O)N1c1ccc(Cl)cc1 (stereo not given),0,-1.7,-8,0.1,24,-2,-7,0.3
CCCC(NC(=O)C(C)NC(=O)CO/N=C1\C=C2CCC3C4CCC(C(C)=O)[C@@]4(C)CCC3[C@@]2(C)CC1)C(=O)O (stereo not given in full),3,-3.0,-7,0.0,-9,-6,-7,0.1
COc1ccccc1NC(=O)N1C[C@@H](O)COC[C@H]2O[C@@H](CC(=O)NCCc3ccccc3)CC[C@@H]21,1,1.0,22,0.0,-1,7,2,-0.1
